Assay outcomes from PubChem.
PLK1 PBD block: PLK1 (human) polo-box domain binding inhibition; P53350; Plk1 PBD binding of FITC phosphopeptide, fluorescence polarization; Potency, µM, without a hit: max response, negative = inhibition, most hits filed as inhibitors; 360,000 tested, 2.8% active; also: potency is read from the fitted curve at half-maximal effect; series mostly up to about 57 µM; % is scaled to controls: 0 for no effect and ±100 for the full control effect; nearly all actives have a fitted effect of over 65% in size
EPAC1 antag: antagonists of human EPAC1; O95398; EPAC1 GEF assay, Rap1b-BODIPY-GDP exchange fluorescence; Potency, µM (titrated, usually from 115 µM), for inactives: at the top dose activity change, negative = inhibition, usual class: inhibitors; 360,000 tested, 0.14% active;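 also: potency is read from the fitted curve at half-maximal effect; plate controls were vehicle for no effect and positive control for full effect; nearly all actives have a fitted effect of over 50% in size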
Target sequence (O95398 whole entry, looked up): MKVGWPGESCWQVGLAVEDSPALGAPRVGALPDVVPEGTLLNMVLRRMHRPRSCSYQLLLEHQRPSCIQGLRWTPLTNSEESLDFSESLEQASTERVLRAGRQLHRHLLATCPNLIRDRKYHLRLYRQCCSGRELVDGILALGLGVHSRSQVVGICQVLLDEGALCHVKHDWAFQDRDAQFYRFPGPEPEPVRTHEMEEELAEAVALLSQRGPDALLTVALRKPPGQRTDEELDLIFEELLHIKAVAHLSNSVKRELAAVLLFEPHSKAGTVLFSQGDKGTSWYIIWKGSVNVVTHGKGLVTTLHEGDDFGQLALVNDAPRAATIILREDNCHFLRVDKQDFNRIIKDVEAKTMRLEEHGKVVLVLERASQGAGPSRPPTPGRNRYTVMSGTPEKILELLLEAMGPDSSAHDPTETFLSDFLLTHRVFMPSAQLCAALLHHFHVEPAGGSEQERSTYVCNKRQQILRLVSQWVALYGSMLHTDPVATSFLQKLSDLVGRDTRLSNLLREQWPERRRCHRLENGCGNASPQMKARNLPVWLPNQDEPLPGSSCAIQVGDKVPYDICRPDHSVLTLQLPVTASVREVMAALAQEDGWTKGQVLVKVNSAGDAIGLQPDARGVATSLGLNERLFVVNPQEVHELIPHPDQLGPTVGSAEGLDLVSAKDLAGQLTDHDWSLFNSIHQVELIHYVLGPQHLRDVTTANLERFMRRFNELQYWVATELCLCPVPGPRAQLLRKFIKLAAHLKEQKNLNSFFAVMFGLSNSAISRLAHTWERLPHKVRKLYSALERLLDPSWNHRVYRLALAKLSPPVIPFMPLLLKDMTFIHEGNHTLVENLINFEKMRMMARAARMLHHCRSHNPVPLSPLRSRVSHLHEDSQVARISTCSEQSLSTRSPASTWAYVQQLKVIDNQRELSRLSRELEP
PI5P4Ka inh: blocks human PI5P4K alpha kinase activity; P48426; PI5P4Kalpha enzyme, ADP-Glo luminescence, 60 min; hits give low values; max response, %; 330,000 tested, 1.2% active; AID 652105; active = max response of -50% or lower; inconclusive = between -30% and -50%; inactive = -30% or higher; also: value at the top dose of about 77 µM; % is scaled to controls: 0 for no effect and ±100 for the full control effect
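ADP-Glo luminescence end-point read after a 60 min room-temperature kinase reaction of PI5P4Kalpha plus substrate, initiated with ATP at 5 microM final. Buffer: 0.038 M HEPES pH 7.4, EGTA, 0.1% CHAPS, 5% DMSO.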
WRN helicase inh: blocks human WRN helicase. Potency, µM (series often up to 114 µM), for the others: at the highest dose activity change, negative = inhibition, actives largely listed as inhibitors. 360,000 tested, 0.46% active. WRN helicase unwinding, fluorescent forked duplex, kinetic; also: potency is read from the fitted curve at half-maximal effect; % is scaled to controls: 0 for no effect and ±100 for the full control effect; nearly all actives have a fitted effect of over 55% in size
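Enzyme (20 nM final) and test compound sit together 15 min at room temperature before substrate addition. Substrate is a single-forked duplex oligonucleotide (100 nM) labelled with fluorophore and quencher, with 2 mM ATP; helicase unwinding raises red fluorescence, read kinetically.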
FUS suppressor: suppressors of FUS proteinopathy in yeast; S. cerevisiae FUS-expressing, growth rescue, OD600, 24 h; Potency, µM (doses to about 76.6 µM), for inactives: at the top dose growth rescue (activation), actives largely listed as activators; 390,000 tested, 0.24% active; AID 1347120;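 also: potency is read from the fitted curve at half-maximal effect; plate controls were DMSO vehicle for no effect and reference control for full effect; nearly all actives have a fitted effect of over 55% in size; some results filed as inactive show a strong effect at the top dose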
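FUS-expressing yeast, raffinose-pregrown, induced in 2% galactose minimal medium at OD 0.005; compounds in a dilution series, 24hr at 30C. Growth restoration read as absorbance at 600 nm. CP55940 positive control, DMSO negative.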
IL2 activator: IL-2 activation; 360,000 tested, 0.065% active; activation, % (series mostly up to about 46 µM); IL-2 activation reporter assay, cell-based qHTS; stimulated with anti-CD3/CD4/CD28 beads; in transgenic mouse T cells; in the data active = activation above about 50%; inconclusive = mostly about 30% to 49%; also: 0% is about no effect
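Unstimulated transgenic mouse T cells; 60-min compound exposure; bead-based TCR/CD4/CD28 stimulation; 18 h culture, 37 degrees C; dual fluorescence (EGFP, DsRed) plate cytometry.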
aSyn yeast inh: inhibitors of alpha-synuclein toxicity in yeast; Potency, µM (titrated, usually from 46.1 µM), for the others: top-dose growth rescue (activation), actives largely listed as activators; Yeast expressing alpha-synuclein, growth rescue, BacTiter-Glo, 24 h; AID 652106; 370,000 tested, 0.14% active; also: potency is read from the fitted curve at half-maximal effect; % of control where 0% means no effect; nearly all actives have a fitted effect of over 65% in size
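Rescue of yeast growth: cells expressing toxic alpha-synuclein, induced in galactose at OD600 0.02, incubated with compound 24 h at 30 C. ATP luminescence quantified growth; inhibitors of toxicity appear as activators.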
Abeta rescue: A-beta toxicity reversal in yeast. AID 1347071. yeast expressing A-beta42, growth rescue, OD600, 48 h; response scale: 0% DMSO, 100% iron-clioquinol control. Potency, µM (titrated, usually from 46.1 µM), without a hit: at the highest dose growth rescue, actives largely listed as activators. 410,000 tested, 0.063% active; also: potency is read from the fitted curve at half-maximal effect; nearly all actives have a fitted effect of over 55% in size
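Yeast growth medium received pinned compounds, then yeast cells expressing toxic A-beta were added; plates incubated at 30 C for 48 hr. Growth read as absorbance at 600 nm, normalized to DMSO and equimolar FeCl3 plus clioquinol controls.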
EPAC1 ag: activates human EPAC1 exchange factor | EPAC1 agonist qHTS, biochemical assay; response scale: 100% = response to 6.5 mM cAMP | O95398 | 360,000 tested, 0.073% active | AID 720707 | Potency, µM (top dose mostly 154 µM), without a hit: at the highest dose activation, usual class: activators; also: potency is read from the fitted curve at half-maximal effect; nearly all actives have a fitted effect of over 60% in size
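Compounds were pinned as a concentration titration into mixtures of EPAC1 (100 nM), BODIPY-GDP-loaded Rap1B (250 nM) and GDP (50 uM). After 5 min at room temperature, fluorescence was followed for 30 min; activity was scaled to 6.5 mM cAMP.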
Starred values were filed as active, the others as inactive; ? = inconclusive; nt = not tested or not shown; [ ] = another dose, or the depositor's remark. Unless noted, calls follow the shape of the dose curve; as a rule, active = well fitted curve in the direction sought with a large enough effect; inconclusive = small, poorly fitted or top-dose-only effect, or another doubt; inactive = no such curve, though single readings can be large; an effect the other way counts as inactive or inconclusive.

Order of values: PLK1 PBD block	EPAC1 antag	PI5P4Ka inh	aSyn yeast inh	WRN helicase inh	FUS suppressor	EPAC1 ag	IL2 activator	Abeta rescue
COC(=O)c1c(C)nc2ccccc2c1C(=O)O
    -9%	-8%	-5	-6%	-25%	nt	0%	0.5	-3%
N#Cc1cc(Oc2cccnc2)c(Oc2cccnc2)cc1C#N
    -9%	0%	?	5%	-10%	6%	0%	2.5	4%
Cc1cc(C)n(-c2nnc3c4ccccc4n(C)c3n2)n1
    3%	-5%	0	4%	3%	22%	-8%	4.4	?
CCCCN(C)Cc1c(C)[nH]c2ccccc2c1=O
    -11%	1%	-2	-3%	-6%	-37%[inhibitor]	-12%	-3.8	-7%
S=C(NCCCN1CCOCC1)Nc1cccc(-c2nnc3n2CCCCC3)c1
    ?	-8%	-4	-9%	-10%	-20%	-10%	2.6	5%
CC(C(=O)O)n1ncc2ccccc2c1=O (stereo unspecified)
    11µM*	5%	-17	12%	8%	6%	0%	-3.2	12%
O=C(c1ccc(C(F)(F)F)cc1)N1CCN(c2ccc(N3CCOCC3)nn2)CC1
    -8%	-8%	5	2%	5%	nt	3%	1.0	1%
O=C(CSc1ccc(-c2ccccn2)nn1)c1ccc(F)cc1
    1%	-11%	2	0%	-5%	-16%	-2%	-2.2	0%
O=C(CSc1nc(-c2ccco2)cc(C(F)(F)F)n1)Nc1ccccc1C(F)(F)F
    -3%	14%	nt	20%	2%	-6%	-5%	0.7	9%
CCOC(=O)CNC(=O)c1ccc(Br)s1
    -1%	10%	5	2%	-2%	14%	8%	3.3	6%
Cc1ccc(NN=C2C(=O)OC(C)(C)OC2=O)c(C)c1
    2%	-1%	3	0%	1%	nt	-17%	-0.5	-28%
CN(Cc1ccccn1)C(=O)C1CCC(=O)N(CCc2ccc(Cl)cc2)C1 (stereo unspecified)
    -24%	7%	0	5%	2%	1%	3%	-2.6	7%
Cc1ccccc1NC(=O)Cc1cccs1
    7%	17%	-11	0%	8%	13%	-7%	1.0	?
Brc1ccccc1-n1nnc(-c2ccnc3ccccc23)n1
    -13%	8%	14	0%	-17%	-3%	8%	-5.5	-2%
Cc1cccc(C)c1NC(=O)C(c1cccc2ccccc12)n1c(=O)c(-c2ccco2)nc2ccccc21 (stereo unspecified)
    -15%	-21%	-75*	2%	-3%	44%	-16%	0.9	-17%

The list goes on.
Order of values: PLK1 PBD block	EPAC1 antag	PI5P4Ka inh	aSyn yeast inh	WRN helicase inh	FUS suppressor	EPAC1 ag	IL2 activator	Abeta rescue
CC(Nc1nc(N2CCN(S(C)(=O)=O)CC2)nc2ccccc12)c1ccccc1 (stereo unspecified)
    -8%	6%	nt	-7%	-15%	21%	11%	-0.9	8%
CCCN=C1N(C)C[C@@H]2[C@@H]3C(=O)N(C)C(=O)[C@@H]3[C@](C)(C(=O)OC)N12
    -10%	-21%	0	4%	2%	-19%	4%	0.5	-3%
COc1cc(-c2noc(CCCC(=O)NCc3ccccc3)n2)cc(OC)c1OC
    -8%	-8%	nt	1%	-12%	34%	11%	0.6	-18%
CCCCN(C(=O)NC(=O)Nc1ccccc1C)S(C)(=O)=O
    -1%	7%	0	-5%	4%	-1%	-5%	-0.5	14%
CC(=O)Nc1ccc(NC(=O)c2cc(S(=O)(=O)N3CCCCC3)ccc2N2CCOCC2)cc1
    3%	15%	0	-2%	5%	nt	12%	-1.7	-19%
COCCN1C(=O)N[C@@H](c2cccs2)C(C(C)=O)=C1C
    5%	3%	-2	-5%	10%	5%	4%	0.5	-3%
CCc1cc2c(=O)c(-c3ccc4c(c3)OCO4)coc2c(CN(C)C)c1O
    -12%	16%	1	-1%	0%	-6%	3%	1.3	-6%
CCn1c(/C=C2\C(=O)Nc3ccccc32)nc2ccccc2c1=O
    -14%	14%	-10	9%	-3%	26%	9%	-1.3	-11%
C=CCOC(=O)C1=C(C)OC(N)=C(C#N)C1c1ccccc1F (stereo unspecified)
    -4%	-13%	-4	-1%	-20%[57.1 µM]	-9%	2%	-2.5	15%
Cc1ccc(C)c2[nH]c(=O)c(CCNC(=O)c3cc4ccccc4o3)cc12
    3%	0%	-5	8%	-2%	-27%	-4%	-4.6	3%
CS(=O)(=O)N1CCC(C(=O)Nc2ccc3c(c2)OCCO3)CC1
    -1%	11%	nt	-6%	3%	-18%	-2%	-2.4	19%
CCCS(=O)(=O)N1CCN(C(=O)COc2ccccc2)CC1
    3%	-4%	nt	1%	4%	13%	7%	0.0	8%
COc1ccc(C)cc1-n1nnnc1SCC(=O)N1CCC(C(=O)Nc2nccs2)CC1
    2%	-1%	nt	-2%	-5%	24%	-1%	-2.8	26%
CC(=O)c1c(C)[nH]c(C(=O)Nc2cccc(S(=O)(=O)N3CCOCC3)c2)c1C
    4%	3%	2	2%	-16%	-6%	0%	-0.1	25%
O=C(NC1CCCCNC1=O)c1ccc(Cl)cc1 (stereo unspecified)
    3%	-6%	-2	2%	-6%	-33%	0%	-0.7	11%[9.22 µM]

(continued)
Order of values: PLK1 PBD block	EPAC1 antag	PI5P4Ka inh	aSyn yeast inh	WRN helicase inh	FUS suppressor	EPAC1 ag	IL2 activator	Abeta rescue
O=C(CNC(=O)c1ccccc1F)OCCCOC(=O)CNC(=O)c1ccccc1F
    0%	-25%	5	0%	1%	-8%	10%	-1.8	4%
Cc1ccc(NS(=O)(=O)c2ccc(Br)cc2)nc1
    -23%	-6%	0	0%	4%	14%	-2%	0.0	-33%
CCc1ccc(C2CC(c3ccccc3C)n3nc(N)nc3N2)cc1 (stereo unspecified)
    -9%	5%	1	-2%	-1%	-8%	1%	-3.5	3%
CCOC(=O)CN1C(=O)N[C@@H](c2cccc(C(F)(F)F)c2)[C@@H](C(=O)OC)[C@H]1C
    -8%	-10%	5	-6%	-2%	-2%	1%	1.6	-2%
Cc1cc(C(=O)Nc2cccc([N+](=O)[O-])c2)c(C)o1
    -10%	2%	-15	-1%	-12%	nt	4%	-3.9	8%
C[C@@H]1C(c2ccccc2)=NN(c2ccc(Br)cc2)[C@H]1C(=O)N1CCOC1=O
    -10%	-6%	35	20µM*	-7%	17%	-12%	-0.9	10%
COc1ccccc1C(=O)COC(=O)CN1C(=O)c2ccccc2C1=O
    -6%	-24%	3	0%	6%	12%	7%	-1.6	1%
CC(C)(C)OC(=O)C(Cc1ccc(OC(C)(C)C)cc1)NC(=O)CNC(=O)CNC(=O)OCc1ccccc1 (stereo unspecified)
    2%	3%	3	1%	-18%[57.1 µM]	?	-4%	0.7	6%
COc1ccc(C(C)C)cc1-c1cncc(NC(C)=O)n1
    -7%	-24%	-4	-8%	5%	-5%	16%	0.3	-8%
CCOc1cc(/C=C2\SC(=N)N(c3nccs3)C2=O)ccc1OCCN1CCOCC1
    -10%	2%	0	-2%	-33%	nt	-3%	1.0	7%
O=C(Nc1ccc2c(c1)Cc1ccccc1-2)c1cc2ccccc2o1
    -3%	4%	-7	4%	4%	-7%	-7%	1.0	6%
CCS(=O)(=O)N1CCN=C1SCc1ccccc1
    -4%	-7%	-8	-1%	6%	-11%	-6%	-0.1	nt
O=C1C(=Cc2ccc(Br)o2)C(=O)c2ccccc21
    2.7µM*	?	-85*	-7%	8.9µM*	31%	0%	1.0	-20%
COC(C[C@H]1O[C@H]1[C@H](O)[C@@H](C)OCc1ccccc1)OC
    3%	-14%	6	5%	-6%	-38%	-3%	-0.1	-8%
CCCCN(CC)CCCNC(=S)Nc1ccc2nc(N3CCN(CC)CC3)cc(C)c2c1
    -6%	-9%	6	-2%	-12%	18%	1%	8.7	-9%

Next section
Order of values: PLK1 PBD block	EPAC1 antag	PI5P4Ka inh	aSyn yeast inh	WRN helicase inh	FUS suppressor	EPAC1 ag	IL2 activator	Abeta rescue
CCNC(=O)C1CCCN(C(=O)c2ccc3ccccc3c2)CC1 (stereo unspecified)
    -15%	3%	-5	0%	2%	-11%	2%	-0.7	-22%
CN(C)c1cccc(C(=O)NCc2ccccc2Cl)c1
    -11%	-13%	-2	17%	-5%	27%	1%	1.4	3%
CN(Cc1ccccc1)C(=O)CN1C(=O)c2ccc([N+](=O)[O-])cc2C1=O
    -11%	-13%	-4	12%	9%	17%	4%	-0.4	20%
Cc1cccc(N=C2NC(=O)S/C2=C\c2ccco2)c1
    -18%	-11%	?	-5%	-27%	30%	7%	-1.5	9%
CCCCN=C1NN=C(c2ccc(C)c(C)c2)CS1
    11µM*	-9%	-15	-3%	-2%[57.1 µM]	31%	8%	-1.2	7%
CC(C)NC(=O)Nc1nnc([C@H]2C[C@H](O)[C@@H](CO)O2)s1
    0%	-5%	-5	3%	-3%	-18%	7%	-0.5	14%
O=C(c1ccco1)N1CCN(C(=S)Nc2ccc(F)cc2)CC1
    -4%	-15%	-1	-3%	-1%	32%	-3%	0.0	5%
CC[C@]12c3[nH]c4cc(CCC(=O)N(C)C)ccc4c3CCN1C(=O)[C@@H](CC(=O)NCC13CC4CC(CC(C4)C1)C3)C[C@@H]2C(=O)N1CCN(C(=O)c2ccco2)CC1
    -3%	-1%	1	0%	-2%	?	-11%	-0.6	4%
O=C(C1CCN(Cc2cn[nH]c2-c2ccc(F)cc2F)CC1)N1CCOCC1
    -6%	15%	3	-1%	3%	13%	3%	0.3	-3%
COc1cc(/C=N/NC(=O)C2=NNC(=O)C2C)ccc1O (stereo unspecified)
    2%	11%	1	-3%	-11%	-1%	11%	0.0	-7%
CN(c1ccc(Br)cc1)S(=O)(=O)c1ccc2[nH]cc(C(=O)NCCN3CCOCC3)c(=O)c2c1
    -5%	-17%	1	?	-4%	6%	-3%	-1.9	-11%
O=C(/C=C/c1ccc(OCCCF)cc1)Nc1ccnc(-c2cccnc2)n1
    13%	-18%	3	-7%	-5%	-5%	1%	10	7%
CCN(CCCNC(=O)CCC(=O)N1CCOc2ccccc21)Cc1ccccc1
    -11%	28%	0	6%	0%	-16%	3%	1.3	-4%

Random draw from the library. Share with any hit: about 4.1%.
